# Bim-Bcl-W: disrupts Bim peptide binding to human Bcl-W; Q92843; bead-based flow cytometry; inhibition, % at 10 µM; 0.02% of 190,000 active;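 further: 0% = bound tracer without compound and 100% = peptide blocker; higher means less fluorescent Bim peptide bound to Bcl-W beads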
# Target sequence (Q92843 whole entry, looked up): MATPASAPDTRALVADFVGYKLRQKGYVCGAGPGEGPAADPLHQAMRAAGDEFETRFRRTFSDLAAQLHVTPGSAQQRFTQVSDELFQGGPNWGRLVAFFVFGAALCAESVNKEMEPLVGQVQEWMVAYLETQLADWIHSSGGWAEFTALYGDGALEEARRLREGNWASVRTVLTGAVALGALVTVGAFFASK
# Bcl-XL Bim block: inhibitors of Bim-Bcl-XL interaction, human; Q07817; Bim peptide-Bcl-XL binding, bead flow cytometry, fluorescence; inhibition, % at 10 µM; 0.04% of 190,000 active; AID 1007
# ABCB1 inh: human ABCB1 inhibition, ABCG2 as counter-screen; 0.067% of 190,000 active; AID 1326; inhibition, % at 6.6 µM; CCRF-Adr cells, JC-1 efflux, flow cytometry; in the data active means inhibition above about 40%;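 further: 0% = vehicle and 100% = reference inhibitor; higher value means more JC-1 retained so stronger ABCB1 efflux block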
# RGS4-Gao reg: modulates binding of RGS4 to human Galphao; P09471; Multiplexed bead flow cytometry; actives lie on both sides; binding response (% of control), % at 10 µM; 0.33% of 220,000 active; AID 1415; in the data active means binding response below about 49% or above about 150%; inactive means in between;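 further: fluorescent Galphao activated with aluminum fluoride binding bead-coupled RGS4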
# Bim-Mcl-1: inhibitors of Bim-Mcl-1 interaction, human. Q07820. Bead-based flow cytometry, Bim peptide-Mcl-1 binding. inhibition, % at 10 µM. 0.1% of 190,000 active;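 further: 0% = no compound tracer wells and 100% = peptide blocker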
# Target sequence (Q07820 whole entry, looked up): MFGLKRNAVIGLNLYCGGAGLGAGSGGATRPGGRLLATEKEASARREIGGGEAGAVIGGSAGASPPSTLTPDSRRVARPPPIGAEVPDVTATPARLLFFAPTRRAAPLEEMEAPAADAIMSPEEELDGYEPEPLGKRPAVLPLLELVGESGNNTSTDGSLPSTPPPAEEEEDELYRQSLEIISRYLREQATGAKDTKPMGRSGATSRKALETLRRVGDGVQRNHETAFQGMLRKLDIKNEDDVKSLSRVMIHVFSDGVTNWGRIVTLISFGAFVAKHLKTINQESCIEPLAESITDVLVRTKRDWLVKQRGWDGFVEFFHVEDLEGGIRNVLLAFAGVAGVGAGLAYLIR
# Bim-Bfl-1: human Bim-Bfl-1 interaction inhibition | inhibition, % at 10 µM | Q16548 | Bead-based flow cytometry, Bim-Bfl-1 binding inhibition | 0.12% of 190,000 active;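 further: 0% = wells without compound plus tracer and 100% = blocker peptide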
# Bim-Bcl-2: disrupts Bim peptide binding to human Bcl-2; P10415; inhibition, % at 10 µM; AID 950; Bead-based flow cytometry, Bim peptide-Bcl-2 binding; 0.06% of 190,000 active; in the data active means inhibition above about 40%; inconclusive means no clear call, values can overlap the other calls;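 further: 0% = no compound wells with probe peptide and 100% = reference peptide inhibitor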
# Target sequence (P10415 whole entry, looked up): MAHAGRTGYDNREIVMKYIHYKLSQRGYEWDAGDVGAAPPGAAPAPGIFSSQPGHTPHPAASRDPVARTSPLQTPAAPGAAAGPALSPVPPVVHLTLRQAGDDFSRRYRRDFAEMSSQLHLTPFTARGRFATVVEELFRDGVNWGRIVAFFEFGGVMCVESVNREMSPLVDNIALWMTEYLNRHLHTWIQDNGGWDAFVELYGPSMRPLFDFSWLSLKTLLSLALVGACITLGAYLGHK
# ABCG2 block: blocks JC-1 efflux by human ABCG2 transporter; inhibition, % at 6.6 µM; AID 1325; IgMXP3 cells, flow cytometry; 0.1% of 190,000 active;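 active means inhibition above 80%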;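 further: 0% = DMSO and 100% = nicardipine control wells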
#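 Test system: ABCG2 IgMXP3 and barcoded ABCB1 CCRF-Adr cell mix; Schedule: cells with compound and JC-1, 10 min at 25 °C, rotating, no wash; Technique: flow cytometry of retained JC-1 fluorescence; Measure: % inhibition of efflux relative to nicardipine and DMSO; Controls: nicardipine high and DMSO low controls.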
# RGS8-Gao: human RGS8-Galphao interaction regulation; response (percent of control binding), % at 10 µM; multiplexed bead flow cytometry, RGS8-Galphao binding; actives lie on both sides; P09471; 0.34% of 220,000 active; AID 1423; in the data active means response below about 60% or above about 140%; inactive means in between;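 further: Galphao activated as the GDP aluminium fluoride complex binding bead-coupled RGS8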
# Bim-Bcl-B: disrupts Bim peptide binding to human Bcl-B. 0.073% of 190,000 active. AID 951. inhibition, % at 10 µM. bead-based flow cytometry. Q9HD36;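 further: 0% = tracer peptide without compound and 100% = reference inhibitor peptide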
# Target sequence (Q9HD36 whole entry, looked up): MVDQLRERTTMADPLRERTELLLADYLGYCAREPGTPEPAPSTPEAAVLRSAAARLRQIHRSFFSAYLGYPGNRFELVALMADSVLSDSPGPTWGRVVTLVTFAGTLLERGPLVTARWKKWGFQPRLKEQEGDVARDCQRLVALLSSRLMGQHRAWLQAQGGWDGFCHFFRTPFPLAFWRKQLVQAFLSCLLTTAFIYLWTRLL
# RGS7-Gao reg: regulators of human RGS7-Galphao interaction. Multiplexed bead flow cytometry, RGS7-Galphao binding; actives lie on both sides. AID 1439. binding response (% of control), % at 10 µM. 0.35% of 220,000 active; in the data active means binding response below about 49% or above about 150%; inconclusive means no clear call, values can overlap the other calls; inactive means in between;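 further: fluorescent Galphao held in activated GDP-AlF4 state binding bead-coupled RGS7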
# Starred values were filed as active, the others as inactive; ? = inconclusive. Unless noted, no stated cut-off is given here; in the data, active means inhibition above about 40%.
# The first 6 entries as a preview:
SMILES,Bim-Bcl-W,Bcl-XL Bim block,ABCB1 inh,RGS4-Gao reg,Bim-Mcl-1,Bim-Bfl-1,Bim-Bcl-2,ABCG2 block,RGS8-Gao,Bim-Bcl-B,RGS7-Gao reg
Cc1c(N=C2N=C(NC(=O)NC(C)(C)C)c3ccccc32)c(=O)n(-c2ccccc2)n1C,0,0,0.2,102,0,-1,-1,2,106,3,102
Cc1cc(C)nc(SCC(=O)N(C)C)n1,-4,-4,-0.1,102,0,-10,-6,0,103,-13,97
O=[N+]([O-])c1ccc(N2CCCC2)cc1N1CCCC1,6,1,1.2,103,3,-4,0,16,101,-1,100
COCCNC(=O)C(=O)Nc1ccc(Br)cc1,-5,-7,-0.1,105,-3,-3,-5,0,105,-8,105
Cn1ccnc1Sc1nc(Nc2cccc(Cl)c2)nc(N2CCOCC2)n1,4,2,1.3,105,-1,-11,-10,6,105,-10,104
CN(CC(=O)Nc1ccc(C#N)cc1)Cc1ccc(Cl)cc1,-2,-1,1.2,99,-2,-1,0,10,100,1,101

# The list itself, repeating the preview:
SMILES,Bim-Bcl-W,Bcl-XL Bim block,ABCB1 inh,RGS4-Gao reg,Bim-Mcl-1,Bim-Bfl-1,Bim-Bcl-2,ABCG2 block,RGS8-Gao,Bim-Bcl-B,RGS7-Gao reg
Cc1c(N=C2N=C(NC(=O)NC(C)(C)C)c3ccccc32)c(=O)n(-c2ccccc2)n1C,0,0,0.2,102,0,-1,-1,2,106,3,102
Cc1cc(C)nc(SCC(=O)N(C)C)n1,-4,-4,-0.1,102,0,-10,-6,0,103,-13,97
O=[N+]([O-])c1ccc(N2CCCC2)cc1N1CCCC1,6,1,1.2,103,3,-4,0,16,101,-1,100
COCCNC(=O)C(=O)Nc1ccc(Br)cc1,-5,-7,-0.1,105,-3,-3,-5,0,105,-8,105
Cn1ccnc1Sc1nc(Nc2cccc(Cl)c2)nc(N2CCOCC2)n1,4,2,1.3,105,-1,-11,-10,6,105,-10,104
CN(CC(=O)Nc1ccc(C#N)cc1)Cc1ccc(Cl)cc1,-2,-1,1.2,99,-2,-1,0,10,100,1,101
CCCC1=NN2C(=N)/C(=C\c3cc(C)n(-c4cc(C)cc(C)c4)c3C)C(=O)N=C2S1,0,-1,-0.6,98,4,0,-4,-5,101,-4,99
O=c1c2cc(Cl)ccc2oc2nc3n(c(=O)c12)CCCS3,3,3,0.3,102,1,3,2,3,101,0,104
Cc1cc(C)c2[nH]c(=O)c(C(c3nnnn3CC3CCCO3)N3CCCC(C)C3)cc2c1 (stereo not drawn),0,-2,1.0,98,1,-2,0,1,102,-2,102
CCn1c(SCC(=O)c2ccc(F)cc2)nnc1-c1ccoc1C,0,-5,0.7,101,0,-9,-4,2,103,-3,108
O=C(Nc1ccc(F)cc1)C1CCCN(S(=O)(=O)c2cccc3cccnc23)C1 (stereo not drawn),3,-3,1.4,104,1,-9,-4,9,104,-4,105
O=C(CN1CCCCC1)NNc1nc(-c2ccccc2)c2cc(Cl)ccc2n1,0,-2,0.0,99,0,-4,-2,0,104,-5,98
O=S(=O)(NCc1cccnc1)c1ccccc1,5,-3,-1.1,103,-3,-12,-10,0,103,-7,101
Cc1ccc(Cl)c(OCC(=O)OCC(=O)NC2CCCc3ccccc32)c1 (stereo not drawn),-5,-7,0.6,99,-2,-12,-8,5,102,-12,102
COc1cc2[nH]ccc(=O)c2cc1OC,-1,-3,-0.4,103,-4,-1,-2,-2,101,0,103
Fc1ccc(/C=N/n2c(-c3cccs3)n[nH]c2=S)cc1,6,3,-4.5,101,0,4,0,-10,101,-14,106
COc1ccc(C(O)c2nc3ccccc3s2)cc1 (stereo not drawn),-2,-3,0.5,98,0,0,-1,2,97,-2,101
O=C1Nc2ccccc2CCC1Sc1nnc(-c2ccc(Cl)cc2)s1 (stereo not drawn),0,-1,-0.4,97,-1,0,4,0,100,-4,100
O=C(O)CCCC(=O)Nc1ccccc1Br,0,0,-1.9,89,-1,-13,-8,-3,97,-7,90
Oc1cnc2ccccc2c1CN1CCOCC1,-2,-5,-0.4,101,-2,-9,-8,-2,101,-8,103
COC(=O)c1ccccc1NC(=O)COC(=O)/C=C/c1ccco1,0,-1,0.7,102,-2,-7,-5,4,99,-9,99
CCNS(=O)(=O)c1ccc2nc(NC(=O)/C=C/c3cc(OC)c(OC)c(OC)c3)sc2c1,-2,-7,0.2,102,-5,-3,-6,1,102,-4,100
O=C(c1ccc2ccccc2c1)C1CCCN(S(=O)(=O)c2cccnc2)C1 (stereo not drawn),1,-1,1.7,103,0,-5,0,5,106,-4,107
O=C(CCCN1Cc2ccccc2C1)c1ccc(F)cc1,-1,-2,0.3,101,0,-4,-1,1,103,-1,101
CCOC(=O)Cn1c(=NC(=O)c2cc(-c3cccs3)nc3ccccc23)sc2cc(S(N)(=O)=O)ccc21,-3,-2,-1.1,104,0,1,1,-6,103,-22,104

# (more compounds)
SMILES,Bim-Bcl-W,Bcl-XL Bim block,ABCB1 inh,RGS4-Gao reg,Bim-Mcl-1,Bim-Bfl-1,Bim-Bcl-2,ABCG2 block,RGS8-Gao,Bim-Bcl-B,RGS7-Gao reg
CCS(=O)(=O)c1ccc2c(c1)N(S(=O)(=O)c1ccc(C)cc1)CC(C(=O)O)O2 (stereo not drawn),-2,-3,-1.2,98,-5,4,-2,2,100,0,105
COc1cccc(CNC(=O)Cc2nc3nc(C)cc(C)n3n2)c1,-6,-7,0.2,98,-8,-6,-3,3,111,-5,99
Cc1nc2cc(CC(=O)O)ccc2o1,0,4,0.7,102,5,-1,-1,4,99,-1,101
CC(C)(C)NCC(O)COc1c(F)cc(Br)cc1F (stereo not drawn),4,-4,0.0,95,2,-8,-1,0,94,-4,100
O=c1[nH]c(=O)n(Cc2ccco2)c2c1C(C(F)(F)F)(C(F)(F)F)N=C(c1ccc(F)cc1)N2,3,-4,0.3,98,1,-11,-4,0,106,-2,104
CCN1C(=O)N(CC)C2C1N(C(C)=O)C(=O)N2C(C)=O (stereo not drawn),-5,-3,-0.1,100,-4,-9,-6,0,103,-7,102
CC(C)C(C)NC(=O)CN1C(=O)NC2(CCc3ccccc3C2)C1=O (stereo not drawn),0,0,0.0,104,-2,3,-2,1,104,1,107
O=C(CCNC(=O)c1ccc(Cl)cc1)Nc1c(F)c(F)cc(F)c1F,-3,-8,0.6,95,-2,-1,-1,11,89,-3,101
COc1ccc(-n2c(Cc3cccn3C)nnc2SCC(=O)NC2CCCCC2)cc1,-7,-9,1.9,92,-2,-2,-7,9,95,-7,93
COc1cc2c(cc1OC)C(c1ccccc1F)OC(=O)C2 (stereo not drawn),89*,72*,0.7,102,96*,59*,98*,11,101,97*,99
Fc1ccc(/C=C\c2nccc3c2[nH]c2ccccc23)cc1,0,-1,-0.7,103,0,-4,-4,6,100,-4,?
Cc1ccc(/C=C/C(=O)c2nc3ccccc3[nH]2)cc1,-1,-1,0.9,94,-1,2,3,6,96,2,92
COc1ccccc1NC(=O)/C(=N/OCc1ccc(C#N)cc1)C(C)=O,-2,-1,0.9,117,2,-5,-1,2,114,-1,?
O=C(COC(=O)c1cc[n+]([O-])cc1)Nc1ccc([N+](=O)[O-])cc1Cl,-1,-2,0.6,92,0,-3,-3,2,90,-5,?
O=C(Cc1c[nH]c2ccccc12)N1CCc2ccccc21,-5,-10,0.6,106,-2,-11,-9,4,104,-10,103
CCOC(=O)c1c(NC(=O)c2ccncc2)sc(C)c1C,-3,-2,0.3,100,0,6,-1,3,98,-5,100
COc1ccc(C(=O)N2CCN(c3c(C)cccc3C)CC2)cc1OC,-7,-1,0.3,98,-4,-3,-1,2,100,-1,99
COC(=O)c1ccccc1NC(=O)C1CC(c2ccccc2O)=NO1 (stereo not drawn),-4,0,0.5,105,-1,-2,-4,1,106,-3,105
CCN(Cc1ccccc1)S(=O)(=O)c1ccc(S(=O)(=O)N2CCN(CCC#N)CC2)cc1,-2,-2,2.2,99,0,-10,-7,16,102,-2,101
Cc1c(N=Cc2ccc(-c3ccc(Cl)cc3)o2)c(=O)n(-c2ccccc2)n1C,2,-4,0.8,95,-2,-16,-9,4,99,-7,97
Cc1cccc(NC(=O)c2sc3nc(-c4ccc(F)cc4)cn3c2C)n1,-1,-3,0.0,99,-2,0,1,1,102,-1,98
CC(C)=CCN1CCN(Cc2cccn2-c2nccs2)CC1CCO (stereo not drawn),-5,-5,0.1,104,-2,-7,-4,0,103,-5,102
CCc1ccccc1NC(=O)c1cc(C2CC2)on1,4,-3,-2.3,100,3,-6,0,-2,99,-2,99
Cc1ccccc1Nc1nnc(SCc2cc(=O)n3ccsc3n2)s1,0,-2,0.9,79,2,-1,1,4,93,-4,90
CCn1c(Cc2ccccc2)nnc1SCC(=O)N1CCCCC1,0,-4,0.0,103,2,0,3,0,104,-2,100

# (cont.)
SMILES,Bim-Bcl-W,Bcl-XL Bim block,ABCB1 inh,RGS4-Gao reg,Bim-Mcl-1,Bim-Bfl-1,Bim-Bcl-2,ABCG2 block,RGS8-Gao,Bim-Bcl-B,RGS7-Gao reg
COc1ccc(NC(=O)CSc2nnc(NC(=O)CN3CCOCC3)s2)cc1,0,-1,0.9,100,-1,-5,-4,7,102,-4,104
CCCCCNC(=O)C1CC=CCC1C(=O)O (stereo not drawn),-1,-2,0.5,101,0,0,-13,2,103,0,104
CCCCNCC1C(Oc2ccc(Cl)cc2)C(=O)N1c1ccccc1C (stereo not drawn),0,-2,4.4,97,0,-4,-1,5,101,-3,97
Cc1occc1-c1nnc(SCC(=O)c2c(N)n(Cc3ccccc3)c(=O)n(C)c2=O)n1C,-1,-1,0.9,102,0,-9,-7,5,103,-6,103
O=c1[nH]c2ccc(Cl)cc2c(-c2ccccc2)c1N1CCOCC1,-4,-8,0.6,99,-6,-2,-5,2,101,-5,97
CC(C)N1C(=O)C2C(C(=O)NCc3ccccc3)C3C=CC2(O3)C1C(=O)NC(C)(C)C (stereo not drawn),0,-2,1.1,97,-1,-3,0,7,102,-2,96
COc1ccc(C(=O)/C=C/c2ccc(F)cc2)c(OC(=O)c2ccc([N+](=O)[O-])cc2)c1,2,1,-0.4,94,2,-9,-4,8,96,-3,89
Cc1ccc(-c2nnc3cccc(Cl)n23)cc1,-2,-5,-0.3,94,0,-6,-1,1,92,-4,92
CCCC(=O)N(CCN(C(=O)CCC)c1ccccc1)c1ccccc1,-11,-9,0.7,106,-11,-9,-12,2,102,-12,108
CC(=O)N(c1ccccc1)c1nc(C)cc(C)c1C#N,1,-2,-0.2,106,-6,3,-3,4,110,-8,103
CCCOc1ccc(Cc2c(Cl)nc(SC)nc2N(C)C)cc1,-6,-8,0.7,97,-6,-17,-5,1,98,-14,92
CN(CP(=O)(O)CN(C)S(C)(=O)=O)S(C)(=O)=O,-1,-9,0.7,104,-3,-16,-12,3,104,-12,103
COc1ccc(C2c3c(C)nn(-c4ccccc4)c3NC(=O)N2c2ccccc2)cc1 (stereo not drawn),-2,-2,1.9,98,-2,-1,-4,4,100,-1,101
COc1ccc(N=Cc2c(O)n(-c3ccc(OC)cc3)c(=O)c3ccccc23)cc1,0,-3,-0.1,100,-2,-3,0,6,100,-5,102
COC(=O)c1ccc(COC(=O)CNS(=O)(=O)c2ccc(C)cc2)cc1,-4,0,0.1,102,0,0,-1,0,100,-1,100
Cc1cc(-c2ccccc2)c2c3c(c(-c4ccccc4)n2n1)c(=O)n(C)c(=O)n3C,-6,-4,2.3,102,-7,-15,-11,5,101,-14,101
CC(=O)c1nn(-c2cccc(Br)c2)cc1C(=O)c1ccco1,-4,-5,0.5,98,-3,2,-1,4,96,-3,102

# Compound activity: PubChem BioAssay, NMMLSC
